Screens from PubChem BioAssay.
Mito fusion act: inhibitors of mitochondrial division or activators of mitochondrial fusion; S. cerevisiae fusion-defective mutant growth rescue, CellTiterGlo 48 h; 0.23% of 320,000 active; AID 485298; Potency, µM (highest dose often 46.1 µM), inactives show top-dose growth rescue (activation), actives largely listed as activators;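 also: potency is read from the fitted curve at half-maximal effect; % of control where 0% means no effect; nearly all actives have a fitted effect of over 45% in size; temperature-sensitive fusion mutants such as fzo1-1 at 37 °C on non-fermentable ethanol glycerol medium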
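Temperature-sensitive fusion-defective S. cerevisiae (e.g. fzo1-1, mgm1-5) were grown with compound in YPEG medium (3% ethanol, 3% glycerol) for 48 hours at 37C. Growth rescue was measured as viability by CellTiterGlo luminescence after 10 minutes at ambient.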
A-T KAP1 phos: potential ataxia-telangiectasia treatment. […] A-T fibroblasts, KAP-1 phosphorylation AlphaLISA; neocarzinostatin DNA damage 30 min before lysis. Potency, µM (highest dose often 57.5 µM), for inactives: at the highest dose activation, usual class: activators. 0.19% of 320,000 active; also: potency is read from the fitted curve at half-maximal effect; % of control where 0% means no effect; nearly all actives have a fitted effect of over 45% in size
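ATM-like activity read as KAP-1 phosphorylation via AlphaLISA donor/acceptor antibody pairs after lysis and 6 hr at 25C. Cells were ATM-null patient fibroblasts ([…], hTERT), dosed 60 min, then exposed to the DSB inducer NCS for 30 min.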
TSHR antagonist: human thyrotropin receptor antagonism. P16473. 0.2% of 330,000 active. TSHR-expressing cells, TSH-stimulated cAMP HTRF, 2 h; hits give low values. activity change, negative = inhibition, % at 11.5 µM. AID 504810;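 active = activity change below a set negative limit, meaning inhibition stronger than a set level, cut at about -70% in these data; inconclusive = activity change between two set negative limits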; also: % is scaled to controls: 0 for no effect and ±100 for the full control effect
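TSHR-expressing cells, 200/well, pre-treated with compound, then stimulated with EC80 TSH (4nM final) for 2 hours at 37 deg C. cAMP measured by competitive HTRF: anti-cAMP cryptate antibody in lysis buffer plus cAMP-d2, read after 30 minutes at room temperature.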
TCR act: activators of T cell receptors. AID 504894. Potency, µM (top dose mostly 9.22 µM), inactives show at the highest dose activation of IL-2 secretion, hits mostly activators. primary human leukocytes, anti-CD3, IL-2 HTRF, 48 h. 330,000 tested, under 10 active; also: % of control where 0% means no effect
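TCR engagement came from a-CD3 beads alone, with compounds added to primary human leukocytes for 48 hr. Secreted IL-2 bridged europium cryptate- and d2-labelled anti-IL-2 antibodies, giving FRET emission at 665nm after 320nm excitation.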
Menin MLL FP TR: inhibitors of human menin-MLL interaction, mutant MLL peptide | AID 1768 | 0.23% of 270,000 active | Potency, µM (highest dose often 61.6 µM), for inactives: at the highest dose FP activity change, negative = inhibition, usual class: inhibitors | Menin + Texas Red MLL mutant peptide, fluorescence polarization; active = well fitted inhibition curve with a large enough effect in the polarisation, with a control signal flat, not every such curve was filed as active; inconclusive = small, poorly fitted or top-dose-only effect, or effect the other way, or a change in a side signal; inactive = no such curve, though single readings can be large or run the other way; the % refers to the polarisation; also: potency is read from the fitted curve at half-maximal effect; % of control where 0% means no effect; many of its hits are not listed in these tables
a7 integrin act: integrin-mediated muscular dystrophy alleviation activation; alpha7betagal myoblasts, beta-gal FDG fluorescence, 48 h; Potency, µM (top dose mostly 38.3 µM), for the others: at the highest dose activation, usual class: activators; 0.064% of 350,000 active; AID 624291;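 also: potency is read from the fitted curve at half-maximal effect; 100% = response of the positive control SU9516; nearly all actives have a fitted effect of over 60% in size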
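Alpha7betagal+/- myoblasts (passage 13) were plated 16-24 hr, then exposed to compounds (1:260 dilution of DMSO stock) for 48 hours at 37C. After MPER lysis, β-galactosidase reporter activity was read as FDG fluorescence (ex 480/em 540) after 30 minutes.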
MLL CXXC-DNA inh: inhibitors of human MLL CXXC domain-DNA interaction; AID 2662; Q03164; 0.037% of 290,000 active; Potency, µM (highest dose often 115 µM), for the others: at the highest dose activity change, negative = inhibition, hits mostly inhibitors; MLL-CXXC / FITC-HOXA9 DNA fluorescence polarization; active = well fitted inhibition curve with a large enough effect in the polarisation, with a control signal flat, not every such curve was filed as active; inconclusive = small, poorly fitted or top-dose-only effect, or effect the other way, or a change in a side signal; inactive = no such curve, though single readings can be large or run the other way; the % refers to the polarisation; also: potency is read from the fitted curve at half-maximal effect
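Steps: dispense CXXC domain solution (7 uM) → pin compounds or unlabeled HOX-A9 DNA control → 5 min ambient → add FLSN-HOX-A9 solution (50 nM) → spin → 30 min ambient → fluorescence polarization. Tris pH 7.5/NaCl/DTT/BSA buffer.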
PTAP TSG101 blk: blocks PTAP/TSG101 interaction to inhibit HIV-1 budding. AID 493005. Potency, µM (top dose mostly 115 µM), for inactives: at the top dose activity change, negative = inhibition, most hits filed as inhibitors. 340,000 tested, under 10 active. Fluorescence polarization, FITC-PTAP peptide / Tsg101 binding. Q99816; active = well fitted inhibition curve with a large enough effect in the main read-out, with a control signal flat, not every such curve was filed as active; inconclusive = small, poorly fitted or top-dose-only effect, or effect the other way, or a change in a side signal; inactive = no such curve, though single readings can be large or run the other way; also: potency is read from the fitted curve at half-maximal effect; % of control where 0% means no effect
Target sequence (Q99816 whole entry, looked up): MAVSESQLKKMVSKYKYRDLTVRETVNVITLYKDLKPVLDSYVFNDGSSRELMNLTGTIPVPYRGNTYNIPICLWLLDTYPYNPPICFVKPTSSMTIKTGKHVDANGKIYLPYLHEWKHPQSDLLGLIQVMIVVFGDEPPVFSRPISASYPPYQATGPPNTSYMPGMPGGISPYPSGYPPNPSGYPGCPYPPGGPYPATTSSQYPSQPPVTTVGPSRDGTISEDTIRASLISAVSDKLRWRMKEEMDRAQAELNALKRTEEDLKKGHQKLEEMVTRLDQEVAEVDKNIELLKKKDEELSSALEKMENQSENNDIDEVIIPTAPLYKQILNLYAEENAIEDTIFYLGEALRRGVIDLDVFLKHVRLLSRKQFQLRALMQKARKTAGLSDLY
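Tsg101 binding domain (10 uM final) was mixed with compound and a FITC-labeled PTAP peptide (50 nM final) in HEPES pH 7.5 buffer with NaCl, Tween 20, EDTA and TCEP; fluorescence polarization was read after 20 min at r.t.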
MBNL1-CUG inh: MBNL1-poly(CUG) RNA binding inhibition | TR-FRET MBNL1-His/biotin-(CUG)12 binding, 665/545 ratio | Potency, µM (top dose mostly 57.5 µM), for the others: at the highest dose activity change, negative = inhibition, usual class: inhibitors | 0.036% of 280,000 active | Q9NR56; active = well fitted inhibition curve with a large enough effect in the signal ratio, with a control signal flat, not every such curve was filed as active; inconclusive = small, poorly fitted or top-dose-only effect, or effect the other way, or a change in a side signal; inactive = no such curve, though single readings can be large or run the other way; the % refers to the signal ratio; also: potency is read from the fitted curve at half-maximal effect; % is scaled to controls: 0 for no effect and ±100 for the full control effect
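His-tagged MBNL1 binding to biotinylated (CUG)12 RNA was measured by TR-FRET using terbium anti-His antibody (0.055 ng/ul final) and streptavidin-XL665 (5 nM final). Compounds were titrated 92 nM to 58 uM; 60 min at room temperature.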
S-ASM inh: inhibitors of human secretory acid sphingomyelinase; placental ASM, HMU-PC fluorogenic substrate, 60 min; 0.006% of 340,000 active; P17405; Potency, µM (series often up to 57.5 µM), inactives show top-dose activity change, negative = inhibition, usual class: inhibitors; AID 504937; also: potency is read from the fitted curve at half-maximal effect
Target sequence (P17405 47-631 limits assumed): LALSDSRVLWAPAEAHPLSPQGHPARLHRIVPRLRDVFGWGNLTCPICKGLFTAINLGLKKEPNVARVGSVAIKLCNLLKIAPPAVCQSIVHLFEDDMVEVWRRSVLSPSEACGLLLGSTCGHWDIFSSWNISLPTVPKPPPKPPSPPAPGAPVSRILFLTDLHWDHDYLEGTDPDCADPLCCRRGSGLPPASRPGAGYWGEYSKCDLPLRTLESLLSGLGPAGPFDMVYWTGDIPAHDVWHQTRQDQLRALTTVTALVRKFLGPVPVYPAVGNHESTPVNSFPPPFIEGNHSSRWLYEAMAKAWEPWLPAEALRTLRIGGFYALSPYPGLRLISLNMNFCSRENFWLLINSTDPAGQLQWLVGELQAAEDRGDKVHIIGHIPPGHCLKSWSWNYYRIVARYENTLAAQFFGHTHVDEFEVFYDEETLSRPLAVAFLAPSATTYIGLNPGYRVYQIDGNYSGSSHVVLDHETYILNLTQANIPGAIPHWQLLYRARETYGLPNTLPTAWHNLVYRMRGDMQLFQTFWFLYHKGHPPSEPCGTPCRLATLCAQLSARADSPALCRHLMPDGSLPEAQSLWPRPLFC
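Human placenta-derived ASM preincubated with compound 10 min at room temperature, then reacted with 9 uM (final) fluorogenic HMU-PC substrate for 60 min at 37 C. Stop solution raises pH to 10; fluorescence read at Ex 386/Em 447 nm.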
* = called active by the depositor; ? = inconclusive; / = no result given; [ ] = another dose, or the depositor's remark. Unless noted, calls follow the shape of the dose curve; as a rule, active = well fitted curve in the direction sought with a large enough effect; inconclusive = small, poorly fitted or top-dose-only effect, or another doubt; inactive = no such curve, though single readings can be large; an effect the other way counts as inactive or inconclusive.

structure,TSHR antagonist,A-T KAP1 phos,S-ASM inh,MLL CXXC-DNA inh,Menin MLL FP TR,MBNL1-CUG inh,PTAP TSG101 blk,TCR act,a7 integrin act,Mito fusion act
CCOC(=O)c1cnc(N)nc1C(F)(F)F,-5,3%,-2%,9%,22%,5%,0%,-3%,?,-4%
Cc1cc(=O)[nH]c(SCC(=O)N2CCN(S(=O)(=O)c3ccccc3)C2)n1,-17,-1%,1%,-2%,-1%,-5%,-2%,-4%,0%,3%
CCN(CC)c1ccc(NC(=O)CN2CCN(c3ccccc3F)CC2)cc1,11,-4%,-1%,0%,?,0%,-1%,4%,-19%,0%
O=C(CN1c2cccc3cccc(c23)S1(=O)=O)Nc1ccccc1,-22,29%,35%[activator],1%,-25%,10%,-1%,-9%,-20%,5%
O=C(c1cc2ccccc2s1)N1CCOCC1,30,9%,5%,2%,/,/,-1%,5%,4%,-3%
Nc1ccc(-c2cnc[nH]2)cc1[N+](=O)[O-],-7,-6%,0%,10%,/,?,1%,8%,16%,2%
Cc1cc2nc(-c3ccc(NC(=O)C(C)C)cc3)oc2cc1C,-17,8%,-2%,25%,2%,10%,0%,-15%,-19%,7%
CCN(C(=O)c1ccco1)c1nc(-c2ccc(OC)cc2)cs1,-20,13%,-4%,-3%,27%,6%,-5%,/,-4%,-10%
O=C(O)c1ccc(/C=N/O)cc1,1,-7%,1%,?,/,/,-6%,4%,-12%,1%
O=C1CN(C(=O)COC(=O)/C=C/c2ccc(F)cc2)c2ccccc2N1,-16,7%,1%,/,/,/,0%,-2%,-26%,/
CCCCN(C(=O)c1ccc(-c2ccc(Cl)cc2)o1)c1c(N)n(CC(C)C)c(=O)[nH]c1=O,39,-5%,7%,/,/,/,-3%,-4%,11%,2%
CCn1c(Cc2ccccc2)nnc1SCC(=O)Nc1nc(C)cs1,14,/,2%,1%,-3%,?,-1%,6%[46.1 µM],8%,3%
COc1ccc(Cl)cc1-c1nc(-c2ccc(Br)o2)no1,2,9%,0%,7%,0%[11.7 µM],1%,-3%,-6%,2%,-4%
CN(C)c1ccsc1C(=O)NNS(=O)(=O)c1ccc(Cl)cc1,/,/,2%,/,/,/,-1%,0%,10%,/
Cc1nnc(NC(=O)CSc2nnc(CCc3nc4ccccc4[nH]3)n2C)s1,22,-4%,8%,4%,-3%,-5%,-6%,/,4%,-2%
CC(C)(C)NC(=O)C1CCCN(S(=O)(=O)c2ccc(-n3cnnn3)cc2)C1 (centres undefined),2,-4%,0%,-4%,?,2%,1%,3%,-11%,6%
O=C1C(=O)N(CCCc2ccccc2)c2ccccc21,2,-9%,-3%,-10%,-21%,?,-1%,10%,-6%,0%
N/C(=N\OC(=O)/C=C/c1ccccc1)c1ccccn1,-11,-3%,-2%,-14%,-26%,26%,1%,2%,-11%,0%
Nc1nc2nccc(-c3cccnc3)n2n1,7,2%,37%[activator],2%,9%,-1%,2%,-8%,0%,-2%
COC(=O)c1c(N)c(C#N)c(C)n1-c1ccccc1,1,-2%,3%,-1%,2%,-4%,-5%,0%,-1%,6%

Of the compounds above, 8 have four or more nitrogen atoms.
structure,TSHR antagonist,A-T KAP1 phos,S-ASM inh,MLL CXXC-DNA inh,Menin MLL FP TR,MBNL1-CUG inh,PTAP TSG101 blk,TCR act,a7 integrin act,Mito fusion act
Cc1cc(=O)[nH]c(SCC(=O)N2CCN(S(=O)(=O)c3ccccc3)C2)n1,-17,-1%,1%,-2%,-1%,-5%,-2%,-4%,0%,3%
CCN(CC)c1ccc(NC(=O)CN2CCN(c3ccccc3F)CC2)cc1,11,-4%,-1%,0%,?,0%,-1%,4%,-19%,0%
Nc1ccc(-c2cnc[nH]2)cc1[N+](=O)[O-],-7,-6%,0%,10%,/,?,1%,8%,16%,2%
CCCCN(C(=O)c1ccc(-c2ccc(Cl)cc2)o1)c1c(N)n(CC(C)C)c(=O)[nH]c1=O,39,-5%,7%,/,/,/,-3%,-4%,11%,2%
CCn1c(Cc2ccccc2)nnc1SCC(=O)Nc1nc(C)cs1,14,/,2%,1%,-3%,?,-1%,6%[46.1 µM],8%,3%
Cc1nnc(NC(=O)CSc2nnc(CCc3nc4ccccc4[nH]3)n2C)s1,22,-4%,8%,4%,-3%,-5%,-6%,/,4%,-2%
CC(C)(C)NC(=O)C1CCCN(S(=O)(=O)c2ccc(-n3cnnn3)cc2)C1 (centres undefined),2,-4%,0%,-4%,?,2%,1%,3%,-11%,6%
Nc1nc2nccc(-c3cccnc3)n2n1,7,2%,37%[activator],2%,9%,-1%,2%,-8%,0%,-2%

(further entries)
structure,TSHR antagonist,A-T KAP1 phos,S-ASM inh,MLL CXXC-DNA inh,Menin MLL FP TR,MBNL1-CUG inh,PTAP TSG101 blk,TCR act,a7 integrin act,Mito fusion act
Cc1c(N=C2C=C(Br)C(=O)C(Br)=C2)c(=O)n(-c2ccccc2)n1C,-13,-4%,-1%,-5%,10%,-1%,-1%,3%,-6%,-6%
O=C(NNC(=O)c1nn(-c2ccc(F)cc2)ccc1=O)c1ccc(C(F)(F)F)cc1,-2,3%,-1%,-4%,/,/,3%,-17%,10%,0%
Cc1nn(Cc2ccc(C(=O)Nc3ccccc3C(F)(F)F)o2)c(C)c1Br,-7,-9%,-7%,-8%,-25%,4%,-1%,-2%,-19%,-1%
Cc1ccc(NC2(C#N)CCCC2)cc1,/,/,-3%,/,/,/,-5%,-2%,11%,/
Cc1cc(C)c[n+](CC(=O)c2ccc(NC(=O)c3ccccc3)cc2)c1,4,2%,-6%,0%,1%,-3%,1%,1%,7%,1%
CCOC(=O)N1CCN(CCC(=O)Nc2ccc(F)c(F)c2)CC1,-15,-1%,-1%,3%,11%,0%,-3%,0%,-8%,1%
Nc1ccc2nc(-c3cccc(-c4nc5ccc(N)cc5[nH]4)n3)[nH]c2c1,15,-8%,-2%,-23%,?,-2%,?,-2%,-6%,9%
O=C(NCc1ccco1)c1ccccc1NS(=O)(=O)c1ccc2c(c1)OCCO2,/,/,-1%,-20%,?,9%,-1%,2%,-6%,6%
Cc1cc(/C=C(\C#N)C(=O)Nc2ccccc2F)c(C)[nH]1,-10,-3%,20%,6%,-23%,63%[activator],4%,4%,11%,5%
O=C(CSc1nc2ccccc2[nH]1)NCCCn1ccnc1,3,3%,1%,4%,-10%,-10%,1%,-17%,7%,3%
CCS(=O)(=O)N1CCC(C(=O)NCc2ccc(OC)cc2OC)CC1,-1,2%,1%,-3%,2%,-7%,0%,14%,-3%,-7%
CCCn1c(N)c(N(CCOC)C(=O)c2cc(Cl)nc3ccccc23)c(=O)[nH]c1=O,5,4%,-1%,/,/,/,0%,9%,6%,2%
COc1ccc(S(=O)(=O)N2CCOCC2)cc1NC(=O)C1CCCCN1S(=O)(=O)c1ccccc1 (centres undefined),/,/,0%,/,/,/,-6%,-2%,6%,/
CCOC(=O)N1CCC(N(CCN(C)C)C(=S)Nc2cccc(OC)c2)CC1,6,-2%,-2%,3%,-7%,2%,-10%,-4%,-42%,-4%
COc1cc(S(=O)(=O)Nc2cccnc2)ccc1F,1,7%,0%,-4%,0%,0%,-4%,13%,-48%[inhibitor],-4%
O=C(CSc1ncnc2sc3c(c12)CCC3)NCC1CCCO1 (centres undefined),23,3%,4%,13%,/,1%,-6%,-3%,28%,2%

Some of the compounds tested; rates above refer to the full screens.
